# CHO parental Ca = ATP-evoked calcium signal inhibitors, parental CHO, primary screen, counter-screen for OX1R antagonist project, cell-based, fluorescence, Fluo-8 calcium dye. parental CHO-K1, ATP-induced calcium, Fluo-8 fluorescence. inhibition, % at 5.6 µM. AID 463079, 2010. 330,000 tested, 0.63% active;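 active = inhibition above that plate's mean sample inhibition plus 3 SD, cut at about 26% in these data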;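 note: 0% = ATP-challenged DMSO wells and 100% = DMSO wells without ATP; some compounds past the cut are filed as inactive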
#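 Assay system: parental CHO cells; Read-out basis: percent inhibition of ATP-evoked calcium rise, normalized to controls; Benchmarks: ATP and no-ATP DMSO wells; Compound dosing: single nominal dose of 5.6 µM per compound; Signal: Fluo-8 calcium dye fluorescence; Also added: ATP as calcium-mobilizing challenge; Repeats: singlicate.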
# CHO-K1 Ca antag = counter-screen for M1 antagonists: effect in parental CHO-K1 cells; inhibition, % at 3 µM; 360,000 tested, 0.6% active; AID 602250; ATP-induced calcium, Fluo-8 fluorescence;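 active = inhibition above a per-plate cutoff, the plate's mean sample inhibition plus 3 SD, cut at about 24% in these data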;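 note: 0% = DMSO plus EC80 ATP and 100% = DMSO alone without ATP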
# M1 ag = human M1 muscarinic receptor agonists, primary screen, Fluo-8 calcium fluorescence, CHO-K1 cells, HTS. CHO-K1 hM1, agonist mode; 0% DMSO, 100% acetylcholine EC100. activation, % at 3 µM. 360,000 tested, 0.33% active;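 active = activation above the run's mean compound activation plus 3 SD, cut at about 16% in these data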;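 note: peak over basal fluorescence ratio within a 140 s kinetic read after compound addition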
# Target sequence (P11229 whole entry, looked up): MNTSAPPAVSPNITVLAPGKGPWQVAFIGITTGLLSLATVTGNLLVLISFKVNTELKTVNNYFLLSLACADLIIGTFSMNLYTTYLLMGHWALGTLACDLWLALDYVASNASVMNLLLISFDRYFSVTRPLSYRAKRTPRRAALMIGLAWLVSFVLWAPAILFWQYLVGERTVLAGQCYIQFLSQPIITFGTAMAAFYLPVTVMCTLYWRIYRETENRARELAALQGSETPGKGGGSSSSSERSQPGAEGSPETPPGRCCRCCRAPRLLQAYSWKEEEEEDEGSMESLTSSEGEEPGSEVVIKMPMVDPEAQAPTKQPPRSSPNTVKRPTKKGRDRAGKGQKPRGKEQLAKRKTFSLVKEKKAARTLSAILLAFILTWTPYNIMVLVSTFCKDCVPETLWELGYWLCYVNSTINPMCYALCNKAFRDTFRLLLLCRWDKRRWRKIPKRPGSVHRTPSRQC
# CHO-K1 Ca PAM = nonselective calcium activators in parental CHO-K1 cells, primary screen, counter-screen for M1 PAM project, cell-based, Fluo-8 calcium fluorescence, full deck, 1536-well; activation, % at 3 µM; ATP EC20; 0% at ATP EC20, 100% at ATP max; 360,000 tested, 0.02% active;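 active = activation above the run cutoff, the mean activation of all test compounds plus 3 SD, cut at about 40% in these data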;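 note: peak over basal fluorescence ratio in a 140 s read after ATP addition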
# CHO-K1 Ca ag = counter-screen for M1 agonists: effect in parental CHO-K1 cells | 360,000 tested, 0.48% active | Fluo-8 calcium fluorescence; scaled to maximal ATP response, vehicle zero | AID 602248, 2012 | activation, % at 3 µM; in the data active = activation above about 15%;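 note: untransfected CHO-K1 host cells lacking M1 receptor as counterscreen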
# CHRM1 PAM = human M1 muscarinic receptor positive allosteric modulators, primary screen, CHO-K1 cells, Fluo-8 calcium fluorescence, 1536-well; CHO-K1 hM1, ACh EC20; 0% = ACh EC20, 100% = maximal ACh; activation, % at 3 µM; 360,000 tested, 0.088% active; AID 588819, 2011; in the data active = activation above about 19%, passing the limit was not always enough
# TAAR1 ag = human TAAR1 agonists, primary screen, Fluo-8 calcium fluorescence, CHO RD-HGA16 cells. activation, % at 3 µM. Trace amine-associated receptor 1 (Homo sapiens), Q96RJ0. 360,000 tested, 0.99% active. vehicle wells 0%, saturating PEA agonist 100%. AID 624467, 2012;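 active = activation above the mean activation of all test compounds in the run plus 3 SD, cut at about 38% in these data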
# Target sequence (Q96RJ0 whole entry, looked up): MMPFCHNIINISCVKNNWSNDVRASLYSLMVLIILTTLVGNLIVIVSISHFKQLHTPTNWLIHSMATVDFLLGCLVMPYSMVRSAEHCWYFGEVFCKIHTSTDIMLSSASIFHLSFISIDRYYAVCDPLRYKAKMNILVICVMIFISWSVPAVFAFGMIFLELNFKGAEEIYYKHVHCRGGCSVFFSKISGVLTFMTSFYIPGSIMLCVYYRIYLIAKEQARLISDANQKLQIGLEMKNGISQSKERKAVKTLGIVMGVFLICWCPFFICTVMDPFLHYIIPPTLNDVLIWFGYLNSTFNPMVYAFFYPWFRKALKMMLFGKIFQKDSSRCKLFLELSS
#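 Assay system: CHO-derived RD-HGA16 cells with stable Gα16 and human TAAR1; timing: 17-24 h seeding, 75 min 37 °C dye, 30 min RT; read-out: % activation from peak over basal fluorescence ratio, DMSO-to-PEA scaled; measured by: kinetic Fluo-8 calcium fluorescence; benchmarks: low control DMSO, high control PEA (EC100); doses: 3 µM single concentration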
# CHRM1 antagonist = human M1 muscarinic receptor antagonists, primary screen, CHO-K1 cells, Fluo-8 calcium fluorescence, 1536-well; CHO-K1 hM1, ACh EC80 antagonist; Muscarinic acetylcholine receptor M1 (Homo sapiens), P11229; 360,000 tested, 1.3% active; inhibition, % at 3 µM;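 active = percent inhibition above its own plate's cutoff, namely the mean of that plate's compound wells plus 3 SD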;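 note: peak over basal fluorescence ratio during 140 s after agonist addition; 0% = ACh EC80 plus DMSO and 100% = DMSO alone without agonist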
# TAAR1 antagonist = human TAAR1 antagonists, primary screen, Fluo-8 calcium fluorescence, CHO RD-HGA16 cells; Trace amine-associated receptor 1 (Homo sapiens), Q96RJ0; antagonist; inhibition, % at 3 µM; 360,000 tested, 1.5% active; AID 624466, 2012;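 active = inhibition above a per-plate cutoff, the mean inhibition of test compounds on that plate plus 3 SD, cut at about 49% in these data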;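 note: 0% = DMSO plus EC80 beta-PEA response and 100% = DMSO alone without agonist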
#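 System: RD-HGA16 CHO cells with stable hTAAR1 and Gα16 | Probe or stimulus: EC80 β-phenethylamine stimulus | Dosing: 3 µM, single point | Times: Dye loading 75 min at 37 °C, then 30 min room temperature | Measured by: Fluo-8 calcium-sensitive fluorescence | Read-out basis: % inhibition of agonist calcium response | Replicates: n of 1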
# * hit, by the source's call; · = not tested or not shown.
# Screens in order: CHO parental Ca	CHO-K1 Ca antag	M1 ag	CHO-K1 Ca PAM	CHO-K1 Ca ag	CHRM1 PAM	TAAR1 ag	CHRM1 antagonist	TAAR1 antagonist
1) COc1ccc(NC(=O)N(C)C[C@H]2OCCCC[C@H](C)Oc3ccc(NS(=O)(=O)c4cn(C)cn4)cc3C(=O)N([C@H](C)CO)C[C@@H]2C)cc1
 : ·	2	-4	-8	0.1	7	3	-4	-2
2) COc1cc(C(=O)Nc2ccc(Nc3ccccc3)cc2)cc(OC)c1OC
 : -18	-5	-3	5	2.7	2	5	-8	30
3) CCc1nc2c(OCc3ccc(C(=O)N(C)C)cc3)cccn2c1N(C)C(=O)Nc1ccccc1OC
 : ·	0	-8	26	-0.7	13	1	-22	-15
4) CCOc1cccc(-c2nn(-c3ccccc3)cc2/C=C(/C#N)C(=O)NCCCn2ccnc2)c1
 : 1	-8	-10	10	3.0	3	20	5	8
5) CCCCNC(=O)C1(C)CCC(=O)N1C1CCN(Cc2ccccc2)CC1 (stereo unspecified)
 : ·	15	7	-4	0.2	10	6	4	-19
6) COc1ccc(CCNC(=O)CCN2C(=O)C(C)Oc3ccc(C)cc32)cc1OC (stereo unspecified)
 : -6	8	-2	-5	2.5	-3	12	13	19
7) Cc1ccc(SC[C@H](Cc2ccccc2)N2CCN(CC(C)C)CCC2=O)cc1
 : -31	-15	-11	22	1.8	-11	11	4	36
8) CC(C)NC(=O)CSCc1c(F)cccc1Cl
 : -5	7	-5	-4	0.2	-2	18	6	5
9) CC1(Oc2ccc3ccccc3c2)CCN(Cc2cccn2-c2nccs2)C1 (stereo unspecified)
 : ·	-6	-4	1	2.0	-10	5	3	-4
10) Oc1ccc2ccccc2c1CNc1cnc2ccccc2c1
 : 1	-18	-1	15	3.4	6	34	-5	14
11) NC(N)=NCc1cccc(I)c1
 : -7	-2	-7	19	0.4	4	36	-24	4
12) Cc1ccc(C23OCCN2CCn2nc4ccccc4c23)cc1 (stereo unspecified)
 : -11	-8	-7	-5	0.3	-4	2	-2	1
13) COc1ccc(C2N(C(=O)CN3CCOCC3)CCN2S(=O)(=O)c2ccccc2)cc1 (stereo unspecified)
 : -14	-1	-6	3	0.1	14	13	-7	11
14) Cc1ccc(NS(=O)(=O)c2ccc3c(c2)CC(=O)N3)cc1F
 : -13	-9	-2	2	0.4	8	0	1	-1
15) CC(C)C[C@H]1COc2cccc(N3CCC[C@H]3CO)c2S(=O)(=O)N1
 : ·	-16	·	12	0.5	·	1	·	-8
16) CCOCCCN(C(=O)Cn1nnc(-c2ccc(C)o2)n1)C(C(=O)NCC1CCCO1)c1ccc(F)cc1 (stereo unspecified)
 : -21	12	-4	-20	0.1	-1	-3	1	-2
17) CCCOc1c(Br)cc(C(=O)OCC(=O)NC(=O)c2cccn2C)cc1OC
 : -18	-14	-4	12	0.4	5	-2	-4	2
18) C=C1CCN(C(CC(C)C)C(=O)OC)S(=O)(=O)c2ccccc21 (stereo unspecified)
 : -7	-20	-7	11	0.0	14	6	-18	2
19) O=C1CN(C(=O)/C=C/c2cccc(Cl)c2)c2ccccc2N1
 : -19	9	-2	-4	0.8	7	11	-1	-1
20) COc1ccccc1CC(=O)N1CCC(n2nccc2NC(=O)C2CCOC2)CC1 (stereo unspecified)
 : -5	-6	-2	14	0.5	5	1	-11	-22
21) O=C(Cn1c(=O)oc2cc(S(=O)(=O)N3CCCC3)ccc21)Nc1ccc(C(F)(F)F)cc1
 : -3	-5	-2	16	0.4	-1	8	17	18
22) CCSc1nnc(NC(=O)NC(C)(C(F)(F)F)C(F)(F)F)s1
 : -1	5	-5	16	9.3	-1	6	4	24
23) C=CC[C@@H](CC(=O)NCCO)C(=O)NCCOC(=O)[C@@H](CC=C)Cc1ccc(F)cc1
 : -8	-15	-4	9	0.3	-6	1	3	4
24) CCOc1ccc(CN(C)C(=O)CNC(=O)c2ccccc2)cc1
 : -7	-3	-1	6	0.9	18	0	-13	0
25) Cc1ccc(-c2nnn(CC(=O)N(CC3CCCO3)C(C(=O)NC3CCCC3)c3ccc(F)cc3)n2)o1 (stereo unspecified)
 : -18	-4	-3	13	-0.3	9	1	-29	4
26) NNC(=O)CC(=O)NC1(Cc2ccc(O)cc2)CCCCC1
 : -24	-3	-3	5	0.3	2	-1	0	16
27) COc1ccc(NC(=S)NNc2ccc(C(=O)O)cc2)cc1
 : -7	-8	0	8	-0.3	17	1	-19	6
28) CNC(=S)N1CCC(C(=O)c2ccc(Cl)cc2)CC1
 : ·	9	-2	-2	1.1	-3	4	5	-17
29) COc1ccc(Cc2nnc(NC(=O)Nc3ccc(C)cc3)s2)cc1OC
 : -24	13	0	-12	-0.4	10	3	-10	-6
30) C/C(=N\O)c1ccc(Cl)cc1Cl
 : -13	-8	-4	13	0.9	5	0	0	-11
31) Cc1cc(C)c(S(=O)(=O)NCc2cccs2)cc1C
 : -2	-7	-3	1	-0.1	-4	1	-11	-13
32) CCOC(=O)/C(=N\Nc1ccc(Cl)cc1)c1csc(Nc2ccccc2)n1
 : 2	-3	2	16	0.4	4	9	-15	-17
33) CC(C)CN(C(=O)COC(=O)c1ccc(C#N)cc1)C1CCS(=O)(=O)C1 (stereo unspecified)
 : -2	-15	-1	2	0.4	6	0	-2	-11
34) Cc1nn(C)c(C)c1C1C(C#N)=C(N)Oc2n[nH]c(C)c21 (stereo unspecified)
 : -2	3	-7	9	0.4	2	0	-2	-1
35) O=C(NCC1CCCO1)c1ccc(/C=N/O)nc1 (stereo unspecified)
 : -16	-1	-4	9	-0.2	6	12	-19	-14
36) COc1ccc(C(=O)Nc2ccccc2C(=O)N/N=C/c2ccc(O)c(OC)c2)cc1
 : -3	2	-1	14	3.8	-1	15	11	63*
37) Cc1ccc(-c2nc(N=Nc3ccc(O)cc3)n[nH]2)cc1
 : -17	-7	0	1	-0.9	-5	5	-8	-12
38) COc1ccc(C(C)=O)cc1CSc1ccc(S(=O)(=O)N2CCCCC2)cn1
 : -19	-16	-3	7	4.5	-1	10	3	18
39) COc1cccc(Nc2nc3ccccc3n3cnnc23)c1
 : -4	-2	-2	11	3.2	4	1	-8	-2
40) CC1CC(C)CN(C(=O)CSc2nnc(-c3ccc(Cl)cc3)o2)C1 (stereo unspecified)
 : -8	-8	-4	13	1.3	-3	1	-2	9
41) CCC1Oc2ccccc2N(CC(=O)NC2CC2)C1=O (stereo unspecified)
 : -2	0	-3	-23	-0.4	10	-1	-2	6
42) O=C(COC(=O)Cc1c[nH]c2ccccc12)Nc1cccc2ccccc12
 : -7	-7	-6	19	2.5	7	8	-3	7
43) CCN1c2ccc(S(=O)(=O)N3CCOCC3)cc2N(Cc2ccc(OC)cc2)C1C (stereo unspecified)
 : -13	2	-13	-5	-0.1	-5	4	2	0
44) O=C(Nc1nnc(CCN2CCOCC2)s1)C1CCCCC1
 : -6	-13	-4	-1	-0.3	-1	0	-2	4
45) CCCC(=O)Nc1nc(C)c(-c2csc(Nc3ccccc3C)n2)s1
 : -14	-12	-5	10	0.5	6	0	3	18
46) COc1ccc(NC(=O)c2cc3n(n2)C(C(F)(F)F)CC(c2ccc4c(c2)OCO4)N3)cc1OC (stereo unspecified)
 : -9	-3	-6	12	2.8	-5	·	10	·
47) O=C(NCN1CCN(CCO)CC1)c1cnccn1
 : 0	-15	-3	5	0.1	3	4	4	-14
48) Cn1ncc(Cl)c1C(=O)N1CCC(Cc2ccccc2)CC1
 : -4	7	-2	-18	0.4	1	-1	3	-21
49) CC(C)c1ccc(NC(=O)c2cnn(-c3ccccc3)c2NC(=O)c2ccco2)cc1
 : -22	2	-4	5	0.7	-3	6	9	-2
50) Nc1[nH]c(=O)nc(Nc2ccccc2)c1N=O
 : 2	-14	-3	10	0.1	10	-1	-18	-26

# 5 entries from above, screen by screen:
18: C=C1CCN(C(CC(C)C)C(=O)OC)S(=O)(=O)c2ccccc21 (stereo unspecified)
19: O=C1CN(C(=O)/C=C/c2cccc(Cl)c2)c2ccccc2N1
20: COc1ccccc1CC(=O)N1CCC(n2nccc2NC(=O)C2CCOC2)CC1 (stereo unspecified)
21: O=C(Cn1c(=O)oc2cc(S(=O)(=O)N3CCCC3)ccc21)Nc1ccc(C(F)(F)F)cc1
22: CCSc1nnc(NC(=O)NC(C)(C(F)(F)F)C(F)(F)F)s1

Compound	18	19	20	21	22
CHO parental Ca	-7	-19	-5	-3	-1
CHO-K1 Ca antag	-20	9	-6	-5	5
M1 ag	-7	-2	-2	-2	-5
CHO-K1 Ca PAM	11	-4	14	16	16
CHO-K1 Ca ag	0.0	0.8	0.5	0.4	9.3
CHRM1 PAM	14	7	5	-1	-1
TAAR1 ag	6	11	1	8	6
CHRM1 antagonist	-18	-1	-11	17	4
TAAR1 antagonist	2	-1	-22	18	24

# More compounds follow:
# Screens in order: CHO parental Ca	CHO-K1 Ca antag	M1 ag	CHO-K1 Ca PAM	CHO-K1 Ca ag	CHRM1 PAM	TAAR1 ag	CHRM1 antagonist	TAAR1 antagonist
51) CC(C)CCCN1C(Nc2ccccc2)=NC[C@@H]1C
 : -10	-11	-7	8	0.8	13	19	-12	-3
52) CCOc1ccc(C(=O)C(C)OC(=O)CN2C(=O)NC(C)(C)C2=O)cc1 (stereo unspecified)
 : 20	14	-2	-16	8.8	6	1	-11	-26
53) Cc1occc1C(=O)Nc1ccc([N+](=O)[O-])cc1Br
 : -1	-1	-2	8	0.4	6	1	-14	-7
54) COc1cc(OC)cc(C(=O)Nc2ccccc2S(=O)(=O)N2CCCC2OC(C)=O)c1 (stereo unspecified)
 : 0	-14	-7	-3	0.7	1	2	-4	-3
55) CCC(=O)Nc1cccc(C(=O)/C=C/c2ccc(F)cc2)c1
 : -14	1	3	12	5.2	4	9	-4	26
56) COc1ccc(NC2=CC(c3cccc(OC)c3)N(c3ccc(OC)cc3)C2=O)cc1 (stereo unspecified)
 : -11	37*	9	11	8.8	-9	6	47*	-33
57) O=S1(=O)CC(NCc2ccccc2)C(Nc2ccc(Cl)cc2)C1 (stereo unspecified)
 : -14	5	-2	11	1.0	6	1	5	-6
58) CCNC(=O)CCS(=O)(=O)c1ccc2ccccc2c1
 : -13	3	-2	12	0.1	5	5	-7	3
59) O=C(c1ccc(Cl)cc1)c1ccc(CN2C(=O)c3ccccc3C2=O)o1
 : -29	-11	-3	12	0.9	-5	10	5	20
60) COc1cc([C@@H]2c3cc4c(cc3[C@@H](O)[C@H]3COC(=O)[C@H]23)OCO4)cc(OC)c1O[Si](C)(C)C(C)(C)C
 : -12	-19	-5	15	0.9	0	-1	3	5

# Assay outcomes (PubChem BioAssay)
